TDP1 inh: inhibitors of human tyrosyl-DNA phosphodiesterase TDP1 | Q9NUW8 | recombinant TDP1, AlphaScreen DNA substrate cleavage | Potency, µM (top dose mostly 130 µM), inactives show at the highest dose activity change, negative = inhibition, actives largely listed as inhibitors | hit rate 0.28% among 350,000 | AID 485290; active = well fitted inhibition curve with a large enough effect; inconclusive = small, poorly fitted or top-dose-only effect; inactive = no such curve, though single readings can be large or run the other way; note: nearly all actives have a fitted effect of over 40% in size
Target sequence (Q9NUW8 whole entry, looked up): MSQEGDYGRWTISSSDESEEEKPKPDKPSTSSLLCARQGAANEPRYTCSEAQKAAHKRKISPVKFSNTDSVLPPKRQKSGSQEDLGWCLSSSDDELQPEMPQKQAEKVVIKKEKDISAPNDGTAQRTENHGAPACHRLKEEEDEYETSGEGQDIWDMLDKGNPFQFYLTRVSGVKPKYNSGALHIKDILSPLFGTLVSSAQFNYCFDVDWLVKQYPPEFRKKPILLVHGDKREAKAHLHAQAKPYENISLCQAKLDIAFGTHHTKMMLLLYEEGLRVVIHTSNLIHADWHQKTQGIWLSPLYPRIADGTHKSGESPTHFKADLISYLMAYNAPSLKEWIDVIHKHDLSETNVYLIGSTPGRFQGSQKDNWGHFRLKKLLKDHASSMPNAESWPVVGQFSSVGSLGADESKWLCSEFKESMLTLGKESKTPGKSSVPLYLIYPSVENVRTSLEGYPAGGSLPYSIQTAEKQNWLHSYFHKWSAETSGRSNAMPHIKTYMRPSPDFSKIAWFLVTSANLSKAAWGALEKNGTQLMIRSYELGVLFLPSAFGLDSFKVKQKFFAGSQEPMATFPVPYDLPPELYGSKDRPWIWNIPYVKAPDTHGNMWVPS
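Recombinant human Tdp1 (E. coli-expressed, 1 nM final) preincubated with compounds 15 min at room temperature, then 5'-biotin/3'-phosphotyrosine-FITC DNA substrate (15 nM final) added for 5 min. AlphaScreen beads (10 ug/ml final) added 10 min; cleavage lowers signal.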
* = called active by the depositor; ? = inconclusive; & = joins results of further samples; [ ] = remark or other dose. % is set by controls: 0 for no effect and ±100 for the full control effect; potency is the fitted concentration of half-maximal effect. Only part of the results is shown. The share of hits here may be higher or lower than overall.

smiles | TDP1 inh
CNc1ccc(C(=O)CC(O)CCC(C)C2OC(=O)CC(O)CC(=O)CC(O)CC(O)CC(O)CC(O)CC3(O)CC(O)C(C(=O)OC)C(CC(O[C@@H]4OC(C)C(O)C(N)C4O)/C=C/C=C/C=C/C=C/C=C/C=C/C=C/C2C)O3)cc1 (some centres not stated) | 6%[56.1 µM]
C=CCN1CC[C@]23CCCCC2[C@H]1Cc1ccc(O)cc13 (some centres not stated) | 6%[56.1 µM]
O=P1(Oc2ccccc2)CC=CC(COC(c2ccccc2)(c2ccccc2)c2ccccc2)O1 (configuration not stated) | 7%
O=C(Nc1cccc(C(=O)Nc2cc(C(=O)Nc3ccc([S+](=O)([O-])[O-])c4cc([S+](=O)([O-])[O-])cc(SOOO)c34)ccc2F)c1)Nc1cccc(C(=O)Nc2cc(C(=O)Nc3ccc([S+](=O)([O-])[O-])c4cc([S+](=O)([O-])[O-])cc([S+](=O)([O-])[O-])c34)ccc2F)c1 | 2.2µM*
O=C(O)Cn1cc(/C=C2\C(=O)NC(=O)N(c3ccc(F)cc3)C2=O)c2ccccc21 | -19%
COc1cccc([C@@]2(O)CCCCC2CN(C)C)c1 (some centres not stated) | 8%&8%
COC(=O)[C@@H]1C[C@@]2(O)[C@@H](O)[C@@H](O)[C@@H](O)C[C@H]2N1Cc1cccnc1 | 5%
COC(=O)Nc1cccc(OC(=O)Nc2cccc(C)c2)c1 | -13%
CC(C)c1cc2c(c(O)c1O)[C@@]1(C(=O)O)CCCC(C)(C)[C@@H]1CC2 | 12%
ClC=CCl | 21%
CSCC[C@H](NC(=O)[C@H](CC(C)C)NC(=O)[C@@H](Cc1cnc[nH]1)NC(=O)[C@H](Cc1ccccc1)NC(=O)[C@@H](Cc1ccccc1)NC(=O)[C@@H](N)Cc1ccc(O)cc1)C(N)=O | 10%
N#CC(Cl)Cl | -6%
O=P(O)(O)CCCl | 11%
Clc1ccc(C(Cl)(Cl)Cl)cc1Cl | 0%
CN(C)NC(=O)CCC(=O)O | 3%
COC(=O)c1ccccc1N | 13%
CC(=O)[O][Sn]([c]1ccccc1)([c]1ccccc1)[c]1ccccc1 | 6%
CCOP(=S)(OCC)Oc1ccc(Cl)cc1Cl | ?
O=[N+]([O-])c1ccc2c3c(cccc13)CC2 | 14%
C=C(C)C(=O)OCC1CO1 (configuration not stated) | 15%
C=C1C(O)C2OC3(CCC(/C=C/C(C)C4CC(C)=CC5(OC(CC(C)(O)C(=O)O)CCC5O)O4)O3)CCC2OC1C(O)CC(C)C1OC2(CCCCO2)CCC1C (configuration not stated) | -3%[3.34 µM]
CC1=CC(=O)C2=C(C)C[C@@H](O)[C@@H]3[C@@H](OC(=O)[C@H]3C)[C@H]12 | 14%[21 µM]
ClC1=C(Cl)C(Cl)(C2(Cl)C(Cl)=C(Cl)C(Cl)=C2Cl)C(Cl)=C1Cl | -6%
Cc1nc2ccccn2c1P(=S)(c1ccccc1)c1ccccc1 | 2%
O=C(Cn1ncc2c3ccccc3n(Cc3ccccc3)c2c1=O)N1CCC2(CC1)OCCO2 | 4%
COc1ccc(-n2nc(C(F)(F)F)cc2-c2ccc(Cl)cc2)cc1 | -9%&-10%
CCCCC(C#N)(Cn1cncn1)c1ccc(Cl)cc1 (configuration not stated) | 12%
CCCCC/C=C\C/C=C\C/C=C\C/C=C\CCCCOC(CO)CO | -9%
Clc1ccc(N2CC3CCC(C2)N3)nn1 | 3%[56.1 µM]
C=CC[C@]1(O)CCC2C3CCC4=CCCCC4C3CCC21C (some centres not stated) | -4%

Arranged by SMILES length (lowest first): part of the list above
smiles | TDP1 inh
COC(=O)c1ccccc1N | 13%
CN(C)NC(=O)CCC(=O)O | 3%
O=C(Nc1cccc(C(=O)Nc2cc(C(=O)Nc3ccc([S+](=O)([O-])[O-])c4cc([S+](=O)([O-])[O-])cc(SOOO)c34)ccc2F)c1)Nc1cccc(C(=O)Nc2cc(C(=O)Nc3ccc([S+](=O)([O-])[O-])c4cc([S+](=O)([O-])[O-])cc([S+](=O)([O-])[O-])c34)ccc2F)c1 | 2.2µM*

Single entries from above:
Result of Cc1nc2ccccn2c1P(=S)(c1ccccc1)c1ccccc1 under TDP1 inh: 2%
Result of COc1cccc([C@@]2(O)CCCCC2CN(C)C)c1 (some centres not stated) under TDP1 inh: 8%&8%
Result of O=P(O)(O)CCCl under TDP1 inh: 11%
Result of O=C(Cn1ncc2c3ccccc3n(Cc3ccccc3)c2c1=O)N1CCC2(CC1)OCCO2 under TDP1 inh: 4%
Result of CNc1ccc(C(=O)CC(O)CCC(C)C2OC(=O)CC(O)CC(=O)CC(O)CC(O)CC(O)CC(O)CC3(O)CC(O)C(C(=O)OC)C(CC(O[C@@H]4OC(C)C(O)C(N)C4O)/C=C/C=C/C=C/C=C/C=C/C=C/C=C/C2C)O3)cc1 (some centres not stated) under TDP1 inh: 6%[56.1 µM]

Going on with the list.
smiles | TDP1 inh
CC1=C2[C@@H]3OC(=O)[C@@H](C)[C@@H]3CC[C@]2(C)C=CC1=O | 12%[21 µM]
Nc1cccc2ccccc12 | 18%
CC(C)(O)C1C2OC(=O)C1[C@]1(O)C[C@H]3O[C@]34C(=O)O[C@H]2[C@]14C (some centres not stated) (tested in a mixture with another compound) | -8%[56.1 µM]
C=CCN1CCC23c4c5ccc(O)c4O[C@H]2C(=O)CC[C@@]3(O)C1C5 (some centres not stated) | 13%[56.1 µM]
O=C1OC(=O)c2ccccc21 | 17%
COc1c(C(C)(C)C)cc([N+](=O)[O-])c(C)c1[N+](=O)[O-] | 17%
Cc1cc(I)ccc1Nc1c(C(=O)NOCC2CC2)cc(F)c(F)c1F | 16%
CCCCCOc1c(OC)ccc2cc(C(=O)NCc3ccc4c(c3)OCO4)c(=O)[nH]c12 | 8%
CC(=O)C1CCC2C3CCC4CC(C)(O)CCC4(C)C3CCC12C (configuration not stated) | 8%
COc1ccc2c(c1)[C@@]13CCCC[C@H]1[C@@H](C2)NCC3 | 10%[56.1 µM]
C[C@]12CCC3C(CC[C@H]4C[C@@H](O)CC[C@]34C)C1C[C@@H](Br)[C@H]2O (some centres not stated) | 2%
CCCCCCCCCCCCN=C(N)N | 1%
O=C1Nc2ccccc2C2(CCN(CCc3ccc(C(F)(F)F)cc3)CC2)O1 | 10%&4%
CCCCC/C=C\C/C=C\C/C=C\C/C=C\CCCC(=O)NCCCl | ?
CCOc1ccc(-c2nc3ccc(-c4nc5ccc(N6CCN(C)CC6)cc5[nH]4)cc3[nH]2)cc1 | 27%&18%
O=C(O)[C@@H]1CCN1 | 6%[56.1 µM]
CCSC(=O)Cl | 15%
COC1=C[C@H]2C3=C([C@H]2C1=O)[C@H](NC(C)=O)CCc1cc(OC)c(OC)c(OC)c13 | 7%[56.1 µM]
C=COC(C)=O | 9%
O=C1/C(=C/c2cc3c(cc2Cl)OCO3)N2CCC1CC2 | 6%
COc1cc2c3cc1Oc1c(OC)c(OC)cc4c1[C@@H](Cc1ccc(OC(=O)c5ccc([N+](=O)[O-])cc5)c(c1)Oc1ccc(cc1)C[C@@H]3N(C)CC2)N(C)CC4 | 11%&25%
O=[N+]([O-])c1ccccc1-c1ccccc1 | 17%
CC(C)Br | 11%
CCCC(Cn1cncn1)c1ccc(Cl)cc1Cl (configuration not stated) | 6%
O=C1CCc2cccc3c2N1CC3 | 5%
CN(C(=O)COc1nc2ccccc2s1)c1ccccc1 | 2%
CCCCC/C=C\C/C=C\C/C=C\C/C=C\CCCC(=O)OCCN | 9%&8%
Nc1cccc(Cl)c1 | 10%
CN1C(=O)CCS(=O)(=O)[C@@H]1c1ccc(Cl)cc1 | 3%[56.1 µM]
CN1C(=O)C(Cc2ccc3c(c2)OCO3)C(=O)N(C)C1=O | -2%

(next part)
smiles | TDP1 inh
CCN1C[C@]2(C)CC[C@H](O)[C@@]34[C@@H]5C[C@@H]6[C@@H](OC)C[C@@](O)(C5[C@H]6O)[C@@H](C[C@@H]23)[C@@H]14 | 1%
CCCCC/C=C\C/C=C\C/C=C\C/C=C\CCCC(=O)NCCCC(=O)O | -4%&6%
Cc1coc2c1CCC(C)C2 (configuration not stated) | 5%
C[N+]1(C)C2CC[C@H]1CC(OC(=O)[C@@H](CO)c1ccccc1)C2 (some centres not stated) | 6%
Nc1ncnc2c1nc(Sc1ccc(Cl)cc1)n2[C@@H]1O[C@@H]2COP(O)(=S)O[C@H]2[C@H]1O (some centres not stated) | 6%
Cc1cccc(N)c1C | 9%
Cl/C=C\Cl | 9%
COC(=O)C1(O)CC2OC1(C)n1c3ccccc3c3c4c(c5c6ccccc6n2c5c31)C(=O)NC4 (configuration not stated) | 7%[21 µM]
CC(C)N(CC[C@@](C(N)=O)(c1ccccc1)c1ccccn1)C(C)C | 15%[21 µM]
S=P(c1ccccc1)(c1ccccc1)c1c(-c2ccccc2)[nH]c2ccccc12 | 2%
CCCCCCCCc1[se]c2ccccc2c1I | 9%
Nc1ncnc2c1ncn2[C@@H]1O[C@@H]2CO[P@](=O)(S)O[C@H]2[C@H]1O | -1%
c1ccc2cc3c(cc2c1)-c1cccc2cccc-3c12 | -4%
CCOP(=S)(OCC)O/N=C(\C#N)c1ccccc1Cl | -10%
O=C(Cl)c1ccccc1F | -6%
CCCCCc1cc(O)cc(O)c1 | 13%
CCN(CC)C(=O)C(C)Oc1cccc2ccccc12 (configuration not stated) | 8%
CC(CO)NC(=O)C1C=C2c3cccc4[nH]cc(c34)CC2N(C)C1 (configuration not stated) | 6%
C#C[C@]1(O)CC[C@H]2[C@@H]3CCC4=CC(=O)CCC4(C)[C@H]3CCC21C (some centres not stated) | 6%
CC[C@H](C)[C@H](NC(=O)CN)C(=O)N[C@@H](CC(C)C)C(=O)NCC(=O)N[C@@H](Cc1ccccc1)C(=O)N[C@H](C(=O)N[C@@H](Cc1ccccc1)C(=O)N[C@H](C(=O)N[C@@H](CC(C)C)C(=O)O)[C@@H](C)O)C(C)C | 6%
C=CC#N | -8%
CC(C)(c1ccccc1)c1ccc(O)cc1 | 11%
COc1ccc(CNCCc2cccc(F)c2)c2ccccc12 | 5%
CN1CCc2nc(CO)c(CO)cc2C1 | 8%[21 µM]
O=C1Nc2cc(C(=O)N3CCC4(CC3)OCCO4)ccc2NC1CSCc1cccc(F)c1 (configuration not stated) | 2%
C[C@H](CCC(=O)O)C[C@H](C)C[C@H](C)C(=O)/C=C(\O)[C@H](C)C[C@H](C)C/C=C/[C@@H](C)[C@@H](O)[C@@H](C)[C@@H](O)C[C@@H]1CC[C@@](C)(C2CC[C@@](C)([C@@H](C)O)O2)O1 (some centres not stated) | 7%
O=[N+]([O-])c1ccc(O[C@@H]2O[C@H](CO)[C@@H](O)[C@H](O)[C@H]2F)c([N+](=O)[O-])c1 | 6%
[O-][Cl+2]([O-])O | 12%
C=C(C)[C@]12C[C@@H](C)[C@@]34O[C@](Cc5ccccc5)(O[C@@H]1[C@@H]3C=C(COC(=O)Cc1ccc(O)c(OC)c1)C[C@]1(O)C(=O)C(C)=C[C@@H]41)O2 | 12%
CC(=O)OCOCC(=O)OCO[P+](=O)C(OCOC(C)=O)c1cc([N+](=O)[O-])ccc1Oc1ccc(Br)cc1 (configuration not stated) | 1%
CN1C(=O)C(=Cc2ccc(N3CCOCC3)c([N+](=O)[O-])c2)C(=O)N(C)C1=O | 0%
ClC1=C(Cl)C2(Cl)C3C4CC(C5OC45)C3C1(Cl)C2(Cl)Cl (configuration not stated) | 8%[56.1 µM]
CN(C)C(Cc1ccccc1)C(=O)c1cccs1 (configuration not stated) | 2%

Retrieved by structure from above, 6 records:
smiles | TDP1 inh
O=C1OC(=O)c2ccccc21 | 17%
C=CC[C@]1(O)CCC2C3CCC4=CCCCC4C3CCC21C (some centres not stated) | -4%
ClC1=C(Cl)C2(Cl)C3C4CC(C5OC45)C3C1(Cl)C2(Cl)Cl (configuration not stated) | 8%[56.1 µM]
CCCCCc1cc(O)cc(O)c1 | 13%
O=P1(Oc2ccccc2)CC=CC(COC(c2ccccc2)(c2ccccc2)c2ccccc2)O1 (configuration not stated) | 7%
CCCCCCCCCCCCN=C(N)N | 1%

Source: PubChem BioAssay (National Center for Advancing Translational Sciences (NCATS))
